miR122 inh: miR-122 inhibition in Huh7 cells | AID 602342 | Huh7 miR-122 Renilla luciferase sensor, 48 h; neutral wells = 0, positive control = 100 | activation (reporter increase), % at 12.5 µM | 340,000 tested, 0.3% active;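 active = mean replicate activation score at least 90 and every replicate individually at or above 90; inconclusive = only one of the two criteria met; inactive = neither criterion met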;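 also: higher luciferase means less miR-122 activity so hits act as miR-122 inhibitors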
LGR2 antag: Drosophila LGR2 receptor signaling inhibition. AID 720647. 380,000 tested, 0.35% active. HEK293 LGR2, CRE-luciferase, bursicon-stimulated, 4 h. inhibition, % at 9.99 µM;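 active = drop in luminescence signal, shown as inhibition above about 50% in the replicate tests, limit read from the data, passing the limit was not always enough; inconclusive = probably only some replicates passing the limit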;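 also: agonist challenge used bursicon conditioned medium at about half maximal strength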
PGC1a acetyl inh: lowers PGC1a acetylation signal in U2OS cells. AlphaScreen anti-acetyl-lysine; with virally co-expressed GCN5 acetyltransferase. inhibition, % at 15.6 µM. 350,000 tested, 0.17% active;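 active = every replicate shows inhibition of at least 40%; inconclusive = mean inhibition at least 40% but some replicate below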;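 also: 0% = neutral control wells and 100% = positive control wells; some results beyond the cut were filed as inactive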
Starred values were filed as active, the others as inactive; ? = inconclusive. A portion of the library; rates above refer to the full screens.

cpd	SMILES	miR122 inh	LGR2 antag	PGC1a acetyl inh
1	CCN(CC)CCCN(Cc1cc2cc(OC)ccc2[nH]c1=O)C(=O)Nc1ccc(F)cc1	2	-24	-5
2	c1ccc(NCc2nnc3n2CCCCC3)cc1	14	-18	13
3	Clc1ccc(-c2nnc(CSc3nnc(-c4cccs4)o3)o2)cc1	5	-26	4
4	CCC(=O)N1CCN(c2nc3ccccc3s2)CC1	-5	-52	8
5	CCN1C(=O)N(c2ccc(Cl)cc2)C(C)=CC1(C)C	-6	22	15
6	CSc1nnc2c3cc(C)ccc3n(Cc3ccccc3)c2n1	-1	1	-9
7	O=C(CSc1ncn[nH]1)N1CCN(S(=O)(=O)c2ccccc2)CC1	1	-2	-12
8	CCn1c(SCC(=O)Nc2ccc3c(c2)OCCO3)nc2c(c1=O)SC(C)C2 (stereo not drawn)	-2	-1	-3
9	Cc1ccc(NC(=S)NN2CCOCC2)c(C)c1	-1	-25	6
10	COc1cccc(NC(=O)C(NC2CCCC2)c2ccccc2)c1 (stereo not drawn)	-6	0	-2
11	O=C(NCCCO)c1ccc2[nH]c3c(c2c1)CCCC3	0	-7	40
12	O=[N+]([O-])c1cc(S(=O)(=O)Nc2ccccc2)ccc1-n1nnc2ccccc21	15	-6	4
13	COc1ccc(Br)cc1C(=O)Nc1cccc(C)c1	-3	0	-5
14	C=CCNC(=S)NNc1ncnc2sc3c(c12)CC(C)(C)OC3	1	0	14
15	O=C(COC(=O)c1n[nH]c(=O)c2ccccc12)c1ccc(Cl)cc1	-4	2	7

A run of entries from the list above, for reference:
cpd	SMILES	miR122 inh	LGR2 antag	PGC1a acetyl inh
1	CCN(CC)CCCN(Cc1cc2cc(OC)ccc2[nH]c1=O)C(=O)Nc1ccc(F)cc1	2	-24	-5
2	c1ccc(NCc2nnc3n2CCCCC3)cc1	14	-18	13
3	Clc1ccc(-c2nnc(CSc3nnc(-c4cccs4)o3)o2)cc1	5	-26	4
4	CCC(=O)N1CCN(c2nc3ccccc3s2)CC1	-5	-52	8
5	CCN1C(=O)N(c2ccc(Cl)cc2)C(C)=CC1(C)C	-6	22	15

Later entries.
cpd	SMILES	miR122 inh	LGR2 antag	PGC1a acetyl inh
16	CCC(=O)OCc1cc2cccc(C)c2[nH]c1=O	-3	-16	24
17	CCCS(=O)(=O)N1CCC(C(=O)NCc2cccnc2)CC1	-1	0	-2
18	COC(=O)c1nnc(-c2ccccc2)nc1OC	-4	2	5
19	N=c1ccn(Cc2ccc(Cl)cc2Cl)cc1	-16	-23	8
20	CC1CN(C(=O)c2ccc3c(c2)OCO3)CC(C)O1 (stereo not drawn)	-4	-11	6
21	O=[N+]([O-])c1ccc(Oc2cccc(Br)c2)c2ccncc12	-1	22	-1
22	Oc1ccc(N2CCN(C(=S)NCCc3ccccc3)CC2)cc1	43	-11	-11
23	CCCCNC(=O)NC1(C(F)(F)F)Oc2ccccc2O1	-1	18	-13
24	CCN(CC#CCC(O)(c1ccccc1)C1CCCC1)C(C)C (stereo not drawn)	0	-26	0
25	COC(=O)c1cccc(NC(=O)CCCOc2cccc(C)c2)c1	0	5	6
26	COc1ccc(NC(=O)COC(=O)c2c(C)noc2C)c(OC)c1	4	3	2
27	Cc1ccc(Oc2ccc(NC(=O)Cn3ccsc3=N)cc2)cc1	-5	-12	-24
28	O=C(C1CCCCC1)N1CCN(c2ncccn2)CC1	0	11	1
29	CCC(C)NC(=O)C(CCSC)NC(=O)c1ccccc1 (stereo not drawn)	0	5	4
30	Cc1ccc(S(=O)(=O)N(C)CC(=O)N2CCCC2)cc1	-2	14	8
31	COc1ccc(Br)cc1S(=O)(=O)N(CC(=O)N1CCOCC1)c1ccccc1	2	18	-21
32	Cn1c(SCC(N)=O)nnc1-c1ccccc1	-4	-5	-5
33	Cc1cc(NC(=O)CSc2ccc3ccccc3c2)no1	0	-4	-2
34	CCc1ccc(S(=O)(=O)NC(CC(=O)O)c2ccccc2)cc1 (stereo not drawn)	2	-3	6
35	O=C(Nc1ccc(Br)cn1)c1ccc2nccnc2c1	0	-7	6
36	CSc1nnc(-c2ccccc2N=Cc2c(C)[nH]n(-c3ccc4ccccc4c3)c2=O)c(=O)[nH]1	2	9	-9
37	O=C(CSc1nnnn1-c1ccccc1)Nc1nc(-c2ccccc2)ns1	6	5	-12
38	Cc1nn(C(C)C(=O)O)c2ccccc12 (stereo not drawn)	-6	2	-15
39	O=C(CSc1nnc(-c2ccc(F)cc2)o1)N1CCN(C(=O)c2ccco2)CC1	3	2	-5
40	N#CC1=C(N)OC2=C(C(=O)CCC2)C1C1C=CCCC1 (stereo not drawn)	5	-5	20
41	COc1ccc(C(=O)N2CCC(N3CCN(c4ccccc4)CC3)CC2)cc1	-6	14	4
42	Cc1n[nH]c(=S)n1/N=C/c1ccc(Br)o1	0	15	-1
43	CCCOc1ccc(C(C(=O)OCCN(CC)CC)c2ccccc2)cc1 (stereo not drawn)	3	3	10
44	Cc1cc(C(=O)CSc2nnc(-c3ccccc3)o2)c(C)n1CC1COc2ccccc2O1 (stereo not drawn)	-2	13	?
45	Cc1c(NC(=O)/C=C/c2cn(-c3ccccc3)nc2-c2ccccc2)c(=O)n(-c2ccccc2)n1C	-37	7	-2
46	CCCCn1c2nc3ccccc3nc2c2c(=O)n(CCC(C)C)cnc21	-5	0	0
47	Cc1ccc(S(=O)(=O)NC(CC(=O)NCC2CCCO2)c2ccco2)cc1 (stereo not drawn)	-6	11	4
48	CCOC(=O)c1c(NCC2CCCO2)c2ccccc2[nH]c1=O (stereo not drawn)	-7	-13	-7
49	Cc1ccc(C(=O)c2cc3ccccc3o2)cc1C	-5	-65	6
50	Cc1ccc(S(=O)(=O)N(C)c2cc(S(=O)(=O)N3CCC(C)CC3)c(C)cc2C)cc1	5	14	-23
51	Cc1ccc2[nH]cc(CCNC(=O)Nc3ccccc3)c2c1	-4	-3	5
52	O=S(=O)(Cc1cc(Sc2ccc(Cl)cc2)nc(-c2ccccc2)n1)c1ccccc1	-5	-7	27
53	Cc1ccc(/C=C2/SC(=S)N(CC(=O)Nc3ncc(Cc4ccc(C)cc4)s3)C2=O)cc1	-7	-40	7
54	CS(=O)(=O)N1CCC(C(=O)Nc2ccc3c(c2)OCCO3)CC1	1	12	7
55	CCc1ccccc1NC(=O)/C(C#N)=C\c1ccc(Sc2ccccc2)o1	-9	-1	-19
56	C/C(=C\C(=O)O)CC(=O)O	-4	16	-1
57	O=C1CCC(/C=C/c2ccccc2)=NN1Cc1ccccc1Cl	-1	-1	-2
58	CCCC(=O)Nc1cc(-c2nnc(OC)c3ccccc23)ccc1N1CCOCC1	1	-8	-5
59	CC(=O)/C(=C\Nc1ccc(OCc2ccccc2)cc1)c1ccccc1	4	0	-1
60	CCC(=O)c1ccc(OCc2ccccc2)c(OC)c1	-2	-76	-19

Part of the list above in another layout:
37: O=C(CSc1nnnn1-c1ccccc1)Nc1nc(-c2ccccc2)ns1
  miR122 inh: 6
  LGR2 antag: 5
  PGC1a acetyl inh: -12

53: Cc1ccc(/C=C2/SC(=S)N(CC(=O)Nc3ncc(Cc4ccc(C)cc4)s3)C2=O)cc1
  miR122 inh: -7
  LGR2 antag: -40
  PGC1a acetyl inh: 7

(listing goes on)
cpd	SMILES	miR122 inh	LGR2 antag	PGC1a acetyl inh
61	CC1CN(C2CCN(C(=O)c3ccccc3Cl)CC2)CC(C)O1 (stereo not drawn)	4	1	8
62	CC(C)(C)c1[nH]nc2c1C(c1ccccc1OC(=O)N1CCOCC1)C(C#N)=C(N)O2 (stereo not drawn)	-1	-5	-2
63	O=[N+]([O-])c1cc(-c2nc(-c3ccncc3)no2)cc([N+](=O)[O-])c1	-4	-11	-7
64	CC(C)CNC(=O)COc1ncnc2ccccc12	-6	1	-2
65	CCN(c1ccccc1)S(=O)(=O)c1ccc(OCC(=O)Nc2cc(C)on2)cc1	-9	11	-10
66	COc1cc(OC)cc(-n2nnnc2SCC(=O)Nc2nc3c(s2)CCCC3)c1	-4	-6	-1
67	CN1CCN(S(=O)(=O)c2ccc3c(c2)OCCO3)CC1	1	9	11
68	Cc1ccc(-c2c(C#N)c(N)n(-c3ccccc3)c(=O)c2C#N)cc1	-4	-7	-66
69	CC(=O)c1cc(-c2ccccc2)n(CC(=O)N2CCC(N3CCCCC3)CC2)c1C	0	3	-39
70	COc1cc(OC)c(OC)cc1CN(C)C(c1ccccc1)c1nnnn1-c1ccccc1C (stereo not drawn)	3	3	-2
71	COC(=O)c1nn(-c2ccccc2)ccc1=O	4	-7	44*
72	COC(=O)CCCc1nc2ccccc2s1	-1	-45	-9
73	COCCN1C(=O)C(CC(=O)Nc2ccc(C(=O)O)cc2)SC1=Nc1ccccc1 (stereo not drawn)	-1	3	2
74	Cc1cccc2c1CC(C)(C)N=C2C1=C(O)CC(C)(C)CC1=O	0	-3	-16
75	Cc1ccc2oc(-c3ccc(NC(=O)c4cccnc4)cc3)nc2c1	-13	-7	-73

Three entries picked at random from those above:
cpd	SMILES	miR122 inh	LGR2 antag	PGC1a acetyl inh
70	COc1cc(OC)c(OC)cc1CN(C)C(c1ccccc1)c1nnnn1-c1ccccc1C (stereo not drawn)	3	3	-2
74	Cc1cccc2c1CC(C)(C)N=C2C1=C(O)CC(C)(C)CC1=O	0	-3	-16
62	CC(C)(C)c1[nH]nc2c1C(c1ccccc1OC(=O)N1CCOCC1)C(C#N)=C(N)O2 (stereo not drawn)	-1	-5	-2

Continuation.
cpd	SMILES	miR122 inh	LGR2 antag	PGC1a acetyl inh
76	CCOC(=O)C1=C(O)C(Nc2nccs2)(C(F)(F)F)N=C1C (stereo not drawn)	-3	-18	-24
77	Cc1nn(-c2ccccc2)c(OC(=O)c2cccs2)c1S(=O)(=O)c1ccccc1	-1	-5	6
78	COC(=O)c1c(C)nc2ccccc2c1C(=O)O	-4	21	8
79	CCOC(=O)C1=C(O)/C(=C/c2ccc(CNC(=O)C(=O)Nc3ccc(C)cc3)o2)N=C1C	0	-32	17
80	Cc1cccc(-n2ccnc2SCC(=O)Nc2ccc3c(c2)OCCO3)c1	0	-46	-7
81	N#CC1=C(SCC(=O)NC2CCCCC2)NC(=O)CC1c1ccco1 (stereo not drawn)	-2	-7	-8
82	CCCCCNc1nc(NCCCO)c(C#N)c2c1CN(C)CC2	0	-40	9
83	COC(=O)/C=c1\sc2ncnn2c1=O	4	4	-5
84	Cc1[nH]nc2c1C(c1ccsc1C)C(C#N)=C(N)O2 (stereo not drawn)	-1	-7	3
85	CSc1cc(-c2ccccc2)n(Cc2ccccc2Cl)c(=O)c1C#N	-3	-12	14
86	CCN1CCN(CC(=O)Nc2sc3c(c2C#N)CCC(C)C3)CC1 (stereo not drawn)	0	6	2
87	N#Cc1nc(-c2ccc(Cl)cc2)oc1N1CCCCC1	-4	-8	11
88	CCCc1cc(C(=O)Cc2nc3ccccc3s2)c(O)cc1O	31	13	9
89	Cc1cc2n(n1)SC(Nc1ccccc1)N2 (stereo not drawn)	-5	-7	8
90	COC(=O)c1ccc(-n2nnnc2SCC(=O)Nc2ccccc2C(=O)OC)cc1	-3	-2	7
91	O=C(Cn1cnc2ccccc2c1=O)Nc1cccc(-c2nnc3n2CCCCC3)c1	-6	4	-12
92	Cc1ccc(OCCCC(=O)N2CCOCC2)c(C)c1	0	-26	2
93	COc1ccc(C(=O)/C=C\N2CCOCC2)cc1	6	-14	-1
94	S=C(NCc1ccccn1)Nc1ccc(Cl)c(Cl)c1	26	-10	9
95	C=CCCCCCCCCC(=O)NNC1=CC(=O)CC(C)(C)C1	-5	11	-5
96	CC(SC(=S)N1CCOCC1)C(=O)O (stereo not drawn)	-2	-10	8
97	Cc1noc(C)c1C(=O)N1CCCc2ccccc21	0	4	23
98	CN(C(=O)CSc1ccccc1C(=O)O)C1CCCCC1	-5	13	4
99	CO/N=C/NC(=O)N1OC[C@@H]2COc3ccc4ccccc4c3[C@@H]21	22	-7	-16
100	COc1cc(Cn2cnnn2)ccc1O	-1	-1	10
101	N#Cc1cccc(NC(=O)CCn2ccnc2)c1	0	-27	4

Exported in transposed form: part of the list above.
[91] O=C(Cn1cnc2ccccc2c1=O)Nc1cccc(-c2nnc3n2CCCCC3)c1
[92] Cc1ccc(OCCCC(=O)N2CCOCC2)c(C)c1
[93] COc1ccc(C(=O)/C=C\N2CCOCC2)cc1
[94] S=C(NCc1ccccn1)Nc1ccc(Cl)c(Cl)c1
[95] C=CCCCCCCCCC(=O)NNC1=CC(=O)CC(C)(C)C1

| compound no. | 91 | 92 | 93 | 94 | 95 |
| --- | --- | --- | --- | --- | --- |
| miR122 inh | -6 | 0 | 6 | 26 | -5 |
| LGR2 antag | 4 | -26 | -14 | -10 | 11 |
| PGC1a acetyl inh | -12 | 2 | -1 | 9 | -5 |

High-throughput results (PubChem BioAssay)
